TRPC4 agonist – TRPC4 (mouse) channel activation; Q9QUQ5; HEK293 TRPC4beta/mu-opioid, Fluo4 calcium fluorescence; hits give high values; B-score at 10 µM; 310,000 compounds, 0.49% hits; AID 2237;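 active = B-score above 5 SD of library B-scores, and initial fluorescence ratio not above library mean plus 5 SD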;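 note: positive B-score marks a calcium rise read as TRPC4 activation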
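Test system: HEK293 cells stably co-expressing mouse TRPC4beta and mu-opioid receptor | Schedule: Fluo4 dye loading 45 min at room temperature, 110 s recording | Measured by: Kinetic Fluo4 calcium fluorescence, 5 s baseline at 1 Hz | Evaluation: B score of integrated ratio | Controls: Buffer (low) and maximal DAMGO (high)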
TRPC6 act – activators of mouse TRPC6 channel | HEK293-TRPC6 membrane potential dye fluorescence; hits give high values | AID 2550 | 310,000 compounds, 0.13% hits | B-score at 10 µM;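 active = B-score of the integrated fluorescence ratio above library mean plus 3 SD, and starting fluorescence ratio within library mean plus 5 SD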;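 note: higher score means more depolarization so channel activation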
Target sequence (Q61143 whole entry, looked up): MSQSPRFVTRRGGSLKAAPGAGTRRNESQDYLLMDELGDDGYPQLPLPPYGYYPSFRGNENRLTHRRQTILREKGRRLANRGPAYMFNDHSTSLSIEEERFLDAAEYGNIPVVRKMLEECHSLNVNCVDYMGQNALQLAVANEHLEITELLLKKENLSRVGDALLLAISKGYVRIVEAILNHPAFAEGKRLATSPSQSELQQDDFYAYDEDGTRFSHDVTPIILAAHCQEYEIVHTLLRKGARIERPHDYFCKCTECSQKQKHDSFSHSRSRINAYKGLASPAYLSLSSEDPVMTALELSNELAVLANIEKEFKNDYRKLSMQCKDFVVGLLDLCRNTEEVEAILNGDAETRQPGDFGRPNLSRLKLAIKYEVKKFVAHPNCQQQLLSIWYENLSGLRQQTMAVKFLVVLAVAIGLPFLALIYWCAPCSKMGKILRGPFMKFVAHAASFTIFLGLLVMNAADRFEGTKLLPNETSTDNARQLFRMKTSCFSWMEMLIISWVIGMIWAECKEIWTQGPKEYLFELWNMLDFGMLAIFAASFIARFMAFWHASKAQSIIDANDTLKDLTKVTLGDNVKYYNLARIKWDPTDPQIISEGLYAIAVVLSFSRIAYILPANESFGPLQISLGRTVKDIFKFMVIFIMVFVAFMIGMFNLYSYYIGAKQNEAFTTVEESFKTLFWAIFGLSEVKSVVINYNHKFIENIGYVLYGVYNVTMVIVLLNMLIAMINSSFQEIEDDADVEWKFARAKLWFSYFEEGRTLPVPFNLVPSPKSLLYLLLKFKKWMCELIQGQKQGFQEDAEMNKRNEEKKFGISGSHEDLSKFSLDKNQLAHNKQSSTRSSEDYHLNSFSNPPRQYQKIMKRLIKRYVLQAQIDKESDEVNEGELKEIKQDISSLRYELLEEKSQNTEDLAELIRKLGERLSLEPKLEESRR
ANO1 activ – activates or potentiates the mouse TMEM16A chloride channel; HEK293 TMEM16A/YFP-H148Q/I152L, iodide quench fluorescence; hits give low values; 340,000 compounds, 0.3% hits; AID 623877; B-score at 10 µM;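 active = fluorescence-ratio B-score plate-corrected deviation score at least 3 library SD below zero, with starting fluorescence score within 5 deviations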;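 note: channel opened by trigger with iodide after compound preincubation; score built on the fluorescence ratio of max minus min over baseline; more negative score means more quench and so TMEM16A activation or potentiation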
MrgX1 agonist – activates human MrgX1 receptor signaling | Q96LB2 | MrgX1-HEK293 cells, Fluo-4 calcium fluorescence, agonist mode; hits give high values | B-score at 10 µM | 310,000 compounds, 0.44% hits | AID 588627;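 active = calcium response B-score plate-corrected fluorescence ratio at least 3 library SD, with starting fluorescence B-score inside 5 SD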
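Test system: HEK293 cells stably expressing human MrgX1 receptor; Input: fifteen thousand cells per well; Dosing: compound delivered in addition one of three; Schedule: overnight seeding, then 1 h dark dye loading; Technique: Fluo-4 NW calcium fluorescence; Measure: B-scored fluorescence response ratio; Controls: positive and negative controls per plate.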
MrgX1 PAM – allosterically activates human MrgX1 receptor signaling. 310,000 compounds, 0.63% hits. AID 588675. MrgX1-HEK293, Fluo-4 calcium flux, FDSS; hits give high values. B-score at 10 µM. Q96LB2;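 active = plate-corrected calcium response at least 3 library SD above typical, normal starting fluorescence, not activating the receptor alone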;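 note: compound read alongside a low EC10 to EC30 dose of BAM8-22 agonist; peak minus trough fluorescence over baseline measured at the second addition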
RGS4 inh – human RGS4 inhibition. P49798. HEK293 M3R/RGS4 inducible, Fluo-4 calcium flux; hits give high values; triggered by carbachol at its EC20. B-score at 10 µM. 310,000 compounds, 0.45% hits. AID 463165;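 active = B-score, a plate-corrected calcium signal, over three deviations above library mean, with baseline fluorescence within five deviations of library mean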;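 note: RGS4 expression induced by doxycycline in cells with stable M3 receptor; B-score is computed from the integrated fluorescence ratio over baseline after carbachol; higher B-score means a larger calcium signal and so more RGS4 inhibition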
Target sequence (P49798 whole entry, looked up): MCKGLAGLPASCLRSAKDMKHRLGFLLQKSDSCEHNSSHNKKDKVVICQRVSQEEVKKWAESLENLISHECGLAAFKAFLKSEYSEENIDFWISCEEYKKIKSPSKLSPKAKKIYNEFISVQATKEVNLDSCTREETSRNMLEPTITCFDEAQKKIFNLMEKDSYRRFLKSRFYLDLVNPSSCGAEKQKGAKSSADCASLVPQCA
ANO1 block – inhibitors of mouse TMEM16A calcium-activated chloride channel; Q8BHY3; HEK293 TMEM16A/YFP iodide influx fluorescence, ionomycin; normalized B-score (activity score, 25-100; higher = stronger inhibition) at 10 µM; 310,000 compounds, 1.2% hits;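 active = ratio plate-corrected score three or more library SD toward inhibition, starting fluorescence score within five deviations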;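 note: score derived from kinetic fluorescence span divided by baseline fluorescence per well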
TRPC4 block – blocks the mouse TRPC4 cation channel; Q9QUQ5; HEK293 TRPC4beta/mu-opioid, DAMGO-evoked Fluo4 calcium flux; hits give low values; B-score at 10 µM; 300,000 compounds, 0.39% hits; AID 2247;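 active = B-score over 3 SD under the library average, no early fluorescence shift, positive overall ratio signal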
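Assay system: HEK293 cells with stable TRPC4beta plus mu-opioid receptor expression; Probe or stimulus: DAMGO in two steps, submaximal then maximal; Dosing: single-point compound dosing; Measured by: Fluo4 calcium-dye fluorescence, kinetic read; Read-out basis: B score from integrated Fluo4 fluorescence ratio.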
TRPC4 potent – TRPC4 (mouse) allosteric potentiation; Q9QUQ5; HEK293 TRPC4beta/mu-opioid, DAMGO EC20, Fluo-4 Ca2+ flux; hits give high values; B-score at 10 µM; 310,000 compounds, 0.42% hits; AID 2227;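 active = B-score of calcium response area above 5 SD of library B-scores, with initial fluorescence ratio within 5 SD of library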;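 note: B-score of integrated fluorescence ratio over time as area under calcium response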
TRPC6 inh – mouse TRPC6 channel inhibition; B-score at 10 µM; Q61143; 310,000 compounds, 1.1% hits; HEK293-TRPC6, membrane potential dye, ACh-evoked depolarization; hits give low values; AID 2553;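 active = B-score under library mean minus 3 SD, initial fluorescence not abnormally high, positive integrated signal ratio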;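 note: B-score derived from integrated fluorescence ratio over the kinetic read; more negative B-score means stronger inhibition of depolarization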
MrgX1 antag – antagonists of human MrgX1 receptor. B-score at 10 µM. AID 588676. Q96LB2. 310,000 compounds, 1.3% hits. MRGX1-HEK293 calcium flux, Fluo-4, BAM8-22 antagonism; hits give low values;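 active = calcium-response B-score plate-corrected more than 3 library SD below zero, starting fluorescence within 5 deviations, no agonist response on first addition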;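 note: peak minus trough fluorescence over baseline after final BAM8-22 challenge near maximal dose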
* hit, by the source's call; i = inactive; nt = not tested or not shown.

Each structure is followed by: ANO1 activ	MrgX1 antag	RGS4 inh	TRPC6 inh	MrgX1 agonist	TRPC4 block	TRPC6 act	TRPC4 agonist	ANO1 block	MrgX1 PAM	TRPC4 potent
Cc1cc(C)c2c(=O)[nH]n(C(C)C)c2n1
→ i	i	i	i	i	i	i	i	i	i	i
Cc1nnn(C23CC4CC(CC(CC(=O)Nc5ccc(C)c(Cl)c5)(C4)C2)C3)n1
→ i	i	i	i	i	i	i	i	i	i	i
COC(=O)C(C)(C)ONC(=O)Nc1ccc(C)cc1
→ i	i	i	i	i	i	i	i	i	i	i
COC(C(=O)NCc1ccccc1C)c1ccccc1 (stereo not given)
→ i	i	i	i	i	i	i	i	i	i	i
CCN1/C(=C\C=C2\C(=O)N(c3ccccc3)C(=S)N2C)Sc2ccccc21
→ i	nt	i	i	nt	i	i	i	nt	nt	i
Cn1c(SCc2ccc(C#N)cc2)nnc1-c1ccccc1
→ i	i	i	i	i	i	i	i	i	i	i
COC(=O)c1cc(Br)c(=O)n(-c2cc(C)on2)c1
→ i	i	i	i	i	i	i	i	i	i	i
N/C(CCN1CCCCC1)=N/O
→ i	i	i	i	i	i	i	i	i	i	i
COc1ccc(/C=C2\CCC/C(=C\C=N\N(C)C)C2=O)cc1
→ i	i	i	i	i	i	i	i	i	i	i
CCC1=Nc2ccc(Br)cc2C(c2ccccc2)N1CC(=O)OC (stereo not given)
→ i	i	i	i	i	i	i	i	i	i	i
COC(=O)CCC(=O)OC1(C)C(=O)C2=CN(CC3CC3)C(c3ccc(OC)cc3)=CC2=C(Br)C1=O (stereo not given)
→ i	i	i	i	i	i	i	i	i	i	i
COc1cc(C=C2C(=O)c3ccccc3C2=O)cc(OC)c1
→ i	i	7.52*	i	i	i	i	i	i	i	i
CCn1c(SCC(=O)Nc2nc(C)c(C)s2)nnc1-c1cccs1
→ i	i	i	i	i	i	i	i	i	i	i
COc1ccc(C(=O)Nc2cc(OCc3ccccc3)c(Cl)cc2Cl)cc1
→ i	i	i	i	i	i	i	i	i	i	i
CC(=O)NC(C(=O)c1ccccc1)N1CCCCC1 (stereo not given)
→ i	i	i	i	i	i	i	i	i	i	i
Cc1ccc(NC(=O)C(C)NS(=O)(=O)c2ccc(F)cc2)cc1C (stereo not given)
→ i	i	i	i	i	i	i	i	25*	i	i
CC(=O)c1cc(C#N)c(N2CC(C)OC(C)C2)nc1C (stereo not given)
→ i	i	i	i	i	i	i	i	i	i	i
CCC1=NC(c2ccccc2OC)N(O)C1(C)C (stereo not given)
→ i	i	i	i	i	i	i	i	i	i	i
CCOc1ccc(/C=C/C(=O)N(CC)CC(=O)Nc2ccc3c(c2)OCCO3)cc1OCC
→ i	i	i	i	i	i	i	i	i	i	i
O=C(CS(=O)Cc1ccccc1Cl)Nc1ccccc1Cl (stereo not given)
→ i	i	i	i	i	i	i	i	i	i	i
CCOC(=O)c1cnc2nc(C(F)(F)F)[nH]n2c1=O
→ i	-5.52*	i	i	i	i	i	i	i	i	i
CC(=O)Nc1ccccc1C(=O)N1CC2(C)CC1CC(C)(C)C2 (stereo not given)
→ i	i	i	i	i	i	i	i	i	i	i
OC[C@H]1OC(O)C[C@@H](O)[C@@H]1O (stereo not given in full)
→ i	i	i	i	i	i	i	i	i	i	i
CC(C)OC(=O)NS(=O)(=O)c1cccc([N+](=O)[O-])c1
→ i	i	i	i	i	i	i	i	i	i	i
COC(=O)c1cc(-c2ccc(OC)cc2F)nc2nc(SC)[nH]c(=O)c12
→ i	i	i	i	i	i	i	i	i	i	i
Cc1cc(C)c(O)c(C2(O)C(=O)c3ccccc3C2=O)c1
→ i	i	i	i	i	i	i	i	i	i	i
Cn1nccc1C(=O)N1CCN(c2ccc(F)cc2)CC1
→ i	i	i	i	i	i	i	i	i	i	i
Cc1ccsc1C(=O)NCCc1nnc2ccccn12
→ i	i	i	i	i	i	i	i	i	i	i
Cc1c(NC(=O)CN2CCN(c3cccc(Cl)c3)CC2)c(=O)n(-c2ccccc2)n1C
→ i	i	i	i	i	i	i	i	i	i	i
S=c1[nH]nc(-c2ccco2)n1/N=C/c1ccccc1
→ i	i	i	i	i	i	i	i	i	i	i
Cc1ccc(NC(=O)CN2C(=O)C(C)Oc3ccccc32)nc1 (stereo not given)
→ i	i	i	i	i	i	i	i	i	i	i
CS(=O)(=O)c1ccc(C(=O)OCc2nnc(-c3ccccc3)o2)cc1[N+](=O)[O-]
→ -46.2*	nt	i	i	nt	i	i	i	nt	nt	i
CN(C)C(=O)c1ccc(NC(=O)c2cccc(S(=O)(=O)N3CCCc4ccccc43)c2)cc1
→ i	i	i	i	i	i	i	i	i	i	i
CNC(=O)c1ccc(Oc2ccc(C(=O)NC)cc2)cc1
→ i	i	i	i	i	i	i	i	i	i	i
CCn1c(C)nc2cc(S(=O)(=O)C(F)(F)C(F)C(F)(F)F)ccc21 (stereo not given)
→ i	i	i	i	i	i	i	i	i	i	i
CCOC(=O)CCCNC(=O)CSc1nnc(-c2ccccc2)c(-c2ccccc2)n1
→ i	i	i	i	i	i	i	i	i	i	i
O=C(Nc1nnc(COc2ccccc2)s1)Nc1ccccc1F
→ i	i	i	i	i	i	i	i	i	i	i
CC1(C)Cc2c(C#N)c(NCCN3CCOCC3)nc(-c3ccccc3)c2CO1
→ i	i	i	i	i	i	i	i	i	i	i
N#Cc1c(-c2ccccc2)c(-c2ccccc2)nn(CC(=O)NNC(=O)Nc2ccccc2)c1=O
→ i	i	i	i	i	i	i	i	i	i	i
CC1CCCCC1NC(=O)CCNC(=O)N1CC(=O)Nc2ccccc21 (stereo not given)
→ i	i	i	i	i	i	i	i	i	i	i
Cc1ccc(CN(Cc2ccccn2)C(=O)Nc2c(F)cccc2F)cc1
→ i	i	i	i	i	i	i	i	i	i	i
Cc1cc(NCCCn2ccnc2)n2ncc(-c3ccccc3)c2n1
→ i	i	nt	nt	i	nt	nt	nt	i	i	nt
CCN1CC(CNCc2cn(-c3ccc(OC)cc3)nc2-c2ccccc2Cl)CC1=O (stereo not given)
→ i	i	i	i	i	i	i	i	i	i	i
N/C(=N\OC(=O)Cc1cccs1)c1ccc(Cl)cc1
→ i	i	i	i	i	i	i	i	i	i	i
C=CCNC(=O)C(=O)NCC1CCCN1CC (stereo not given)
→ i	i	i	i	i	i	i	i	i	i	i
Cc1nn(-c2ccccc2)c(C)c1/C=C1\C(=O)N(C)C(=S)N1C
→ i	i	i	i	i	i	i	i	i	i	i
COCCN(Cc1cc2cc(C)ccc2nc1Cl)C(=O)Nc1ccccc1OC
→ i	i	i	i	i	i	i	i	i	i	i
COc1cc(SC)ccc1C(=O)N1CC(C)OC(C)C1 (stereo not given)
→ i	i	i	i	i	i	i	i	i	i	i
COc1ccc(OCc2cn3c(C)cc(C)nc3n2)cc1
→ i	i	i	i	i	i	i	i	i	i	i
CCN(CC)N=Nc1ccc(S(=O)(=O)Nc2c(C)n(C)n(-c3ccccc3)c2=O)cc1
→ i	i	i	i	i	i	i	i	i	i	i
COc1ccc(NC(=O)/C=C/c2ccccc2)c([N+](=O)[O-])c1
→ i	-7.09*	i	i	i	i	i	i	i	i	i
Cc1ccc(NC(=O)CN(C)Cc2cc(=O)n3ccsc3n2)cc1
→ i	i	i	i	i	i	i	i	i	i	i
CC(C)CCn1c(O)c(N=NC(=O)c2ccco2)c2ccccc21
→ i	i	i	i	i	i	i	i	i	i	i
NS(=O)(=O)c1ccc(NC(=O)CSc2nnc(Cc3cccs3)n2-c2ccccc2)cc1
→ i	i	i	i	i	i	i	i	i	i	i
COc1ccc(-n2c(CCC(=O)O)ccc2-c2ccc(F)cc2)c(OC)c1
→ i	i	i	i	i	i	i	i	i	i	i
COc1cccc2cc(-c3csc(CCn4nc(C)cc4C)n3)c(=O)oc12
→ i	i	i	i	i	i	i	i	i	i	i
O=C(NNc1nc(-c2ccccc2)cs1)c1ccccc1
→ i	i	i	i	i	i	i	i	i	i	i
COc1ccccc1C1CCN(C(=O)c2ccco2)CC1
→ i	i	i	i	i	i	i	i	i	i	i
Cc1nc2ccccc2n1CCC(=O)Nc1cccc(F)c1
→ i	i	i	i	i	i	i	i	i	i	i
COc1cccc(S(=O)(=O)NCc2ccc(C(=O)Nc3ccc(C)cc3)cc2)c1
→ i	i	i	i	i	i	i	i	i	i	i

Additional structures:
Each structure is followed by: ANO1 activ	MrgX1 antag	RGS4 inh	TRPC6 inh	MrgX1 agonist	TRPC4 block	TRPC6 act	TRPC4 agonist	ANO1 block	MrgX1 PAM	TRPC4 potent
COc1cccc(/C=C2/SC(=O)N(CC(=O)N3CCc4ccccc4C3)C2=O)c1OCC(=O)O
→ i	i	i	i	i	i	i	i	i	i	i
Cc1ccc(Cl)cc1N1CCN(C(=O)CN(c2ccccc2)S(=O)(=O)N(C)C)CC1
→ i	i	i	i	i	i	i	i	i	i	i
Cc1n[nH]c(C)c1CCN(C)Cc1cn(C)nc1-c1ccccc1F
→ i	i	i	i	i	i	i	i	i	i	i
COc1ccc2c(CC(=O)N3CCN(S(=O)(=O)c4cccs4)CC3)coc2c1
→ i	i	i	i	i	i	i	i	i	i	i
CCOc1ccc(Oc2ccc(S(=O)(=O)N3CCOCC3)cc2N)cc1
→ i	i	i	i	i	i	i	i	i	i	i
CC1(C)Oc2ccc(NC(=O)c3ccco3)cc2O1
→ i	i	i	i	i	i	i	i	i	i	i
COc1ccc(-c2cc(-c3ccc(Cl)cc3)n[nH]2)c(O)c1
→ i	i	i	i	i	i	i	i	i	i	i
COc1cc(-c2n[nH]c(=S)n2-c2ccc(Br)cc2)cc(OC)c1OC
→ i	i	i	i	i	i	i	i	i	i	i
CCOc1ccc(CN2CCN(S(=O)(=O)c3ccc(NC(C)=O)cc3)CC2)cc1
→ i	i	i	i	i	i	i	i	i	i	i
COC(=O)C(CCSC)NC(=O)C12CC3CC(CC(C3)C1)C2 (stereo not given)
→ i	i	i	i	i	i	i	i	i	i	i
